From PubChem BioAssay
CHT inh: inhibitors of human choline transporter CHT | High affinity choline transporter 1 (Homo sapiens), Q9GZV3 | CHT-expressing cells, membrane potential dye, choline response; active compounds read low | B-score at 10 µM | hit rate 0.86% among 310,000;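 active means B-score over 3 SD under the library average, and starting fluorescence ratio not unusually high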;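 further: choline stimulus applied at its EC90 after an EC20 pre-addition; B-score computed on integrated fluorescence ratio after choline addition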
KCNQ2 inh: KCNQ2 potassium channel inhibitors, primary screen, cell-based, CHO-K1, FluxOR thallium flux, B-score (AID 2156) | B-score at 10 µM | hit rate 1.1% among 310,000 | 20 min; active compounds read low | Potassium voltage-gated channel subfamily KQT member 2 (Rattus norvegicus), O88943;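 active means fluorescence ratio B-score at most minus 3 library SDs, with starting brightness B-score within 2 library SDs, cut at about -5.5 in these data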
Target sequence (O88943 whole entry, looked up): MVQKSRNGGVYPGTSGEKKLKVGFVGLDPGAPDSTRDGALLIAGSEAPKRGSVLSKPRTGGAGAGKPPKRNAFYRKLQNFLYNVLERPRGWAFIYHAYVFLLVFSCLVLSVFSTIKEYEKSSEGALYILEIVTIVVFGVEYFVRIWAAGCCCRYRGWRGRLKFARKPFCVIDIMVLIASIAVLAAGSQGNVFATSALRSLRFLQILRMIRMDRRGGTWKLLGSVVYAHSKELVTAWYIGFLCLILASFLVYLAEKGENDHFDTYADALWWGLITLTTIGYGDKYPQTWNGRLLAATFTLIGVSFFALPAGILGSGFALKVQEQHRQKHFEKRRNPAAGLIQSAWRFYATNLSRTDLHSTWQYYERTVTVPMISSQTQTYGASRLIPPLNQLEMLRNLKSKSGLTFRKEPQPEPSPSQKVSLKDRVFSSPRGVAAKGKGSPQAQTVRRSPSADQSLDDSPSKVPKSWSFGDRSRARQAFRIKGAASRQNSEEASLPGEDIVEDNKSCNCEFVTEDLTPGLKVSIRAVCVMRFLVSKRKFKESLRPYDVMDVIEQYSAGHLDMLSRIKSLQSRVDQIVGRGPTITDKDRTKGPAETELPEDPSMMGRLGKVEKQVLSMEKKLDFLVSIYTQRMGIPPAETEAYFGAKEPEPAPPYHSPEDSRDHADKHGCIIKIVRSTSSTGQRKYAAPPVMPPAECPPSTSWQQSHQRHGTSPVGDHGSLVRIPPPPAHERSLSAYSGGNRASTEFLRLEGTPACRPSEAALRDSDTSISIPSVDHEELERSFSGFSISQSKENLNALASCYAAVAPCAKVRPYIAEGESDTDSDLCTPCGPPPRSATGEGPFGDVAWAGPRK
* marks the source's active call; other numbers are inactive results; i = inactive; nt = no result given. Compounds as they come; any-hit rate near 1.9%.

SMILES | CHT inh | KCNQ2 inh
COc1cc(C(=O)Nc2c(C)cc(C)cc2C)c(-n2cnnn2)cc1OC | i | i
Cc1ccc(C(=O)NCC(c2ccco2)N2CCOCC2)cc1 (stereo unspecified) | i | i
CCOc1ccc(CCNC(=O)C(C)n2nc(C)n3c(cc4occc43)c2=O)cc1OCC (stereo unspecified) | i | i
C=CCn1c(SCc2ccc(C#N)cc2)nnc1-c1ccc(C)cc1 | i | i
CN(CCCC1CCCC1)C(=O)c1cc(COc2ccc(F)c(F)c2)on1 | i | i
O=C(/C=C/c1ccco1)NCc1ccccn1 | i | i
COc1ccccc1C(=O)Nc1ncc2c(n1)CC(c1ccco1)CC2=O (stereo unspecified) | i | i
O=C(CO)C(O)C(O)C(O)CO (stereo unspecified) | i | nt
Cc1c(C#N)c2ccccc2n1C | i | i
CCOc1ccc(-n2nc3c(=S)[nH]nc(C)c3c2C)cc1 | i | i
O=C(Nc1nc2ccccc2s1)C1CC(=O)N(c2ccccc2)C1 (stereo unspecified) | i | i
COCCCNC(=O)c1ccc(C2SCC(=O)N2Cc2ccco2)cc1 (stereo unspecified) | i | i
O=C(CN1C(=O)CCC1=O)Nc1ccc2c3c(cccc13)CC2 | i | i
Cc1nc2ccc([N+](=O)[O-])cc2c(=O)n1Cc1ccc([N+](=O)[O-])cc1 | i | i
O=C(NCc1ccco1)c1ccc2c(c1)CCO2 | i | i
COC(=O)c1cc(OC)c(OC)cc1NC(=O)Cc1ccccc1[N+](=O)[O-] | i | i
O=C(NC1CC2CCC(C1)N2Cc1ccccc1)c1ccccc1Cl (stereo unspecified) | i | i
Cc1ccc(Nc2nc(COC(=O)COc3ccc(C=O)cc3)cs2)cc1 | i | i
CC1(C)Cc2nc3sc4c(=O)n(Cc5ccccc5)cnc4c3cc2CS1 | i | i
CC(=O)N1CCc2cc(S(=O)(=O)NCCC(=O)NCCc3ccccc3)ccc21 | i | i
CN(C)/N=C/c1ccc(N2CCOCC2)cc1 | i | i
COc1ccc2c(CC(=O)Nc3nccs3)coc2c1 | i | i
O=C(N/N=C/c1cccs1)C1COc2ccccc2O1 (stereo unspecified) | i | i
COc1cc(Br)cc(/C=N/N(CCO)C2=NS(=O)(=O)c3ccccc32)c1OC | i | i
COc1cccc(NC(=O)CSc2nc3ccccc3c(=O)n2C)c1 | i | i
Cc1ccccc1C(=O)N1CCC(C(=O)Nc2ccccc2N2CCCC2)CC1 | i | i
O=C1CC(=C2c3ccccc3-c3ccccc32)C(=O)N1CCCCN1CCN(c2ccccc2)CC1 | i | i
C=CCn1c(CCNC(=O)c2cccs2)nnc1SCC(=O)c1ccc(Cl)cc1 | i | i
COc1cc(OC)cc(C(=O)NCCCCNC(=O)c2cc(OC)cc(OC)c2)c1 | i | i
COc1ccc(CC(=O)Nc2nc(C(C)(C)C)cs2)cc1 | i | i
COc1ccc(N2CCN(C(CNC(=O)C(=O)NCc3cccs3)c3ccco3)CC2)cc1 (stereo unspecified) | i | i
COc1ccc(CCn2c(C)ccc2C)cc1OC | i | i
[N-]=[N+]=CC(=O)C(O)(c1ccccc1)C(Cl)c1ccccc1 (stereo unspecified) | i | i
Cc1cccc(C(=O)c2cnc3ccccc3c2-c2ccccc2)c1 | i | -6.4*
CCOC(=O)C1=C(C)N(CC(C)C)C(=O)C1 | i | i
CN(C)c1nc(NCc2ccccc2)nc(N/N=C/c2ccccc2F)n1 | i | i
CC(C)C(=O)Nc1ccc(C(=O)NNC(=O)c2ccco2)cc1 | i | i
O=C(c1ccccc1)N1N=C(c2ccccc2)CC1c1ccccc1O (stereo unspecified) | i | i
CCOC(=O)Cc1csc(NC(=O)Nc2cccc(Cl)c2)n1 | i | i
NC(=O)CC(NC(=O)Cc1ccc(Br)cc1)c1ccc(NCc2ccc(F)cc2)c([N+](=O)[O-])c1 (stereo unspecified) | i | i

Given with values ahead of the structure: three of the compounds above.
CHT inh | KCNQ2 inh | SMILES
i | i | [N-]=[N+]=CC(=O)C(O)(c1ccccc1)C(Cl)c1ccccc1 (stereo unspecified)
i | i | O=C(c1ccccc1)N1N=C(c2ccccc2)CC1c1ccccc1O (stereo unspecified)
i | i | CCOC(=O)C1=C(C)N(CC(C)C)C(=O)C1

More records:
SMILES | CHT inh | KCNQ2 inh
O=c1[nH]c2ccc(Cl)cc2c(O)c1Cc1ccccc1 | i | i
CCOC(=O)[C@H]1[C@H]2COc3cc(OC)ccc3[C@@H]2N2C(=O)N(c3cccc(Cl)c3)C(=O)[C@@]12C | i | i
Cc1c(Cc2ccc3c(c2)OCO3)sc(NC(=O)C2CC2)c1C(N)=O | i | i
CCC(=O)Nc1nnc(SCC(=O)NCc2ccc3c(c2)OCO3)s1 | i | i
CCC1(c2ccc(F)cc2)NC(=O)N(CC(=O)c2cc(C)n(C3CC3)c2C)C1=O (stereo unspecified) | i | i
COc1ccc(C(=O)Nc2ccc(Cn3ccnc3)cc2)cc1OC | i | i
O=C(CCN1C(=O)C2CC=CCC2C1=O)Nc1nccs1 (stereo unspecified) | i | i
CN1C(N)=NC(=O)/C1=C\c1ccc(Br)cc1 | i | i
Cc1ccc(F)cc1NC(=O)c1ccc(NS(=O)(=O)c2ccc(Br)s2)cc1 | -7.1* | i
C=CC[C@]12C=C(OC)C(=O)C=C1O[C@@H](c1ccc3c(c1)OCO3)[C@H]2C | i | i
O=C(O)c1ccc(CSc2nnnn2C2CCCCC2)cc1 | i | i
CSCC(O)Cn1[nH]c(=O)c2cc(Cl)c(Cl)cc2c1=O (stereo unspecified) | i | i
CCN1C(=O)/C(=C/c2nc3ccccc3c(=O)n2-c2ccc(C)cc2)c2ccccc21 | i | i
Cc1ccc(C)c(NC(=O)CSc2ncnc3nc[nH]c23)c1 | i | i
O=C(CN1CCC(O)(c2ccc3c(c2)OCO3)CC1)OC1CCCCC1 | i | i
CCN(CC)C(=O)c1ccc(O)c(OC)c1 | i | i
O=C(N/N=C/C(Br)=C/c1ccccc1)C1CC1 | i | i
COc1ccc(CCNC(=S)NCc2ccc(Cl)c(Cl)c2)cc1OC | i | i
CCOc1cccc(NC(=O)C2CCCN(S(=O)(=O)c3ccc(-n4cnnn4)cc3)C2)c1 (stereo unspecified) | i | i
c1ccc2c(C3=NNC(=NC4CC4)SC3)c[nH]c2c1 | i | i
CC(C)C(NS(=O)(=O)c1ccccc1)C(=O)N1CCCC1 (stereo unspecified) | i | i
O=C(COC(=O)c1cccnc1Nc1cccc(C(F)(F)F)c1)NCc1ccc2c(c1)OCO2 | i | i
CN(C(=O)c1nn(C)c2c1CSc1ccccc1-2)c1ccc(F)cc1 | i | -6.5*
CCN(CC)CCCNC(=O)CCC(=O)NNc1nc2ccccc2c2nc(C)nn12 | i | i
CCN1CCN(S(=O)(=O)c2ccc(OC)c(NC(=O)c3ccccc3F)c2)CC1 | i | i
CCCCN(C)CCNC(=O)c1nn(-c2ccc(OC)cc2)c(=O)c2c1c1ccccc1n2C | i | i
O=S1(=O)N=C(N(CCO)/N=C/c2ccncc2)c2ccccc21 | i | i
NC(=O)c1ccc(Oc2ccc3c(c2)CCC3)c([N+](=O)[O-])c1 | i | i
O=C1CSc2ccc(S(=O)(=O)N3CCN(c4ccccc4F)CC3)cc2N1 | i | i
O=C(O)c1cc(S(=O)(=O)N2CCN(C(=O)c3ccco3)CC2)c(Cl)cc1Cl | i | i
COc1ccc(C(CNC(=O)c2oc3ccc(C)cc3c2C)N2CCCCC2)cc1 (stereo unspecified) | i | i
Cc1nnc(NC(=O)CSc2nnc(Cc3cccn3C)n2-c2cccc(C)c2C)s1 | i | i
Cc1cc(-c2ccccc2)n(-c2ccc(C(=O)NC(C)C)cc2)n1 | i | i
CC(=O)Nc1ccc(-c2nc3cc(Cl)ccc3o2)cc1 | i | i
O=C1CC(c2nc3ccccc3[nH]2)CN1c1ccccc1 (stereo unspecified) | i | i
O=C(O)CCc1ccc(-c2cccs2)n1NC(=O)c1cccs1 | i | i
CCN(CC)CCN(C)C(=O)c1ccc(OC2CCN(C(=O)C3CC3)CC2)cc1 | i | i
COc1ccc(-c2c3c(=O)n(C)c(=O)n(C)c3cn2-c2ccc(O)cc2)cc1 | i | i
COc1ccc(NC(=O)CCNS(=O)(=O)c2cc(Br)cnc2N)c(OC)c1 | i | i
CCC1Oc2ccccc2N(CC(=O)NCCCN2CCCC2)C1=O (stereo unspecified) | i | i
CCc1ccc(CN2CC(C(=O)O)CC2=O)cc1 (stereo unspecified) | i | i
COC(=O)c1c(NC(=O)CCCC(=O)O)sc2c1CCC2 | i | i
COc1cccc(CNCc2cccnc2)c1OCc1ccccc1 | i | i
CCOC(=O)CNC(=O)Cn1c(C)cc2ccccc2c1=O | i | i
c1ccc2c(C[n+]3csc4ccccc43)cccc2c1 | i | i
CSc1ncccc1C(=O)NC1CCCCCC1 | i | i
O=C1CC(NS(=O)(=O)c2ccccc2F)CN1c1ccc2c(c1)OCCO2 (stereo unspecified) | i | i
CC(=O)c1cccc(CN(C)CC2CCCN(CCc3ccccc3C)C2)c1 (stereo unspecified) | i | i
Cc1cc(C)c(S(=O)(=O)N2CCN(C(=O)N(C)C)CC2)c(C)c1 | i | i
O=C(COC(=O)CCSc1ccccc1Cl)Nc1ccc(F)cc1F | i | i

(more compounds)
SMILES | CHT inh | KCNQ2 inh
Cc1ccc(OCC(=O)NCCNC(=O)c2ccncc2)cc1C | i | i
CC(C)OCCCn1c(=O)c2ccccc2n2c(CCC(=O)N3CCN(c4ccccn4)CC3)nnc12 | i | i
O=C(NC1CCCC1)c1c(O)nc2sccn2c1=O | i | i
COc1ccc2[nH]cc(CCN3C(=O)c4ccc(C(=O)O)cc4C3=O)c2c1 | i | i
Cc1nnc(SCC(=O)NCc2ccc(F)cc2)[nH]c1=O | i | i
COc1ccc(CN2CCCC(CNC(=O)c3ccc(F)cc3)C2)c(F)c1 (stereo unspecified) | i | i
O=C(CN1CCN(c2ccccc2)CC1)c1c[nH]c2ccccc12 | i | i
Cc1ccc(F)cc1NC(=S)NCCc1ccccc1 | i | i
CCCOc1ccc(C(CC(=O)O)NC(=O)C23CC4CC(CC(C4)C2)C3)cc1 (stereo unspecified) | i | i
Cc1ccc(S(=O)(=O)Nc2c(O)ccc3ccccc23)cc1 | i | i
CCn1nc(C)c(CN2CCC(n3nccc3NC(=O)Cc3ccccc3)CC2)c1C | i | i
COc1ccc(OC)c(CN2CCCCCC2)c1 | i | i
CC(C)(C)c1ccc(CCC2OCC(C[N+]3(C)CCOCC3)O2)cc1 (stereo unspecified) | i | i
COc1ccc(OC)c(NC(=O)CCNC(=O)c2ccco2)c1 | i | i
Cc1nnn(-c2nonc2N)c1C(=O)N/N=C/c1cccc2ccccc12 | i | i
O=C(OCc1cnc(Cl)s1)c1cccs1 | i | i
O=C(C(=O)N1CCN(C(=O)c2ccco2)CC1)c1c[nH]c2ccccc12 | i | i
COc1ccc(-c2cc(C(=O)N3CCCCC3)no2)cc1OC | i | i
CCc1ccccc1NC(=O)CC1S/C(=N\c2nccs2)N(CC)C1=O (stereo unspecified) | i | i
COc1ccc(CN=Cc2c(C(F)(F)F)[nH][nH]c2=O)cc1 | i | i
COCCCN1C(=O)c2ccc(C(=O)O)cc2C1=O | i | i
N#CC12COC3(CCCCC3C1(C#N)C#N)OC2=N (stereo unspecified) | i | i
Cc1cc(NC(=O)c2cc(CC(C)C)on2)n(-c2ccccc2)n1 | i | i
O=C(c1cc(-c2ccc(Cl)c(Cl)c2)on1)N1CCN(c2ccccc2)CC1 | i | i
COc1ccc(OCC(O)CN2CCc3ccccc3C2)cc1 (stereo unspecified) | i | i
C=CCC1Cc2c(Br)cccc2C(CC=C)N1 (stereo unspecified) | i | i
O=C(O)c1ccc(-n2nc(-c3ccccc3)c3ccccc3c2=O)cc1 | i | i
CCOC(=O)CCn1c(=O)c2c(nc(Br)n2Cc2ccccc2)n(C)c1=O | i | i
C/C=C(/C)C(=O)O[C@@H]1[C@H](OC(=O)C=C(C)C)c2c(ccc3ccc(=O)oc23)OC1(C)C | i | i
O=C(COc1ncnc2cc([N+](=O)[O-])ccc12)NC(=O)NC1CCCCC1 | i | i
CC1=CC(c2ccccc2)n2nc(NC(=O)CCCC(=O)O)nc2N1 (stereo unspecified) | i | i
COc1cc(C(C)=O)ccc1COc1ccc(C(=O)OCC(=O)NC(C)(C)C)cc1OC | i | i
O=C(CN1CCN(c2ccccn2)CC1)NC1CCCC1 | i | i
COc1cc(OC)c(/C=N/NC(N)=S)cc1Br | i | i

Grouped by structure: the compounds so far with fluorine.
SMILES | CHT inh | KCNQ2 inh
CN(CCCC1CCCC1)C(=O)c1cc(COc2ccc(F)c(F)c2)on1 | i | i
CN(C)c1nc(NCc2ccccc2)nc(N/N=C/c2ccccc2F)n1 | i | i
NC(=O)CC(NC(=O)Cc1ccc(Br)cc1)c1ccc(NCc2ccc(F)cc2)c([N+](=O)[O-])c1 (stereo unspecified) | i | i
CCC1(c2ccc(F)cc2)NC(=O)N(CC(=O)c2cc(C)n(C3CC3)c2C)C1=O (stereo unspecified) | i | i
Cc1ccc(F)cc1NC(=O)c1ccc(NS(=O)(=O)c2ccc(Br)s2)cc1 | -7.1* | i
O=C(COC(=O)c1cccnc1Nc1cccc(C(F)(F)F)c1)NCc1ccc2c(c1)OCO2 | i | i
CN(C(=O)c1nn(C)c2c1CSc1ccccc1-2)c1ccc(F)cc1 | i | -6.5*
CCN1CCN(S(=O)(=O)c2ccc(OC)c(NC(=O)c3ccccc3F)c2)CC1 | i | i
O=C1CSc2ccc(S(=O)(=O)N3CCN(c4ccccc4F)CC3)cc2N1 | i | i
O=C1CC(NS(=O)(=O)c2ccccc2F)CN1c1ccc2c(c1)OCCO2 (stereo unspecified) | i | i
O=C(COC(=O)CCSc1ccccc1Cl)Nc1ccc(F)cc1F | i | i
Cc1nnc(SCC(=O)NCc2ccc(F)cc2)[nH]c1=O | i | i
COc1ccc(CN2CCCC(CNC(=O)c3ccc(F)cc3)C2)c(F)c1 (stereo unspecified) | i | i
Cc1ccc(F)cc1NC(=S)NCCc1ccccc1 | i | i
COc1ccc(CN=Cc2c(C(F)(F)F)[nH][nH]c2=O)cc1 | i | i
